Pf Dd2 inh: inhibitors of Plasmodium falciparum Dd2 growth. 120,000 tested, 4.3% active. P. falciparum Dd2 growth, SYBR Green, 72 h. Potency, µM (doses to about 28.9 µM), inactives show at the top dose activity, negative = inhibition, actives largely listed as inhibitors; active = well fitted inhibition curve with a large enough effect; inconclusive = small, poorly fitted or top-dose-only effect; inactive = no such curve, though single readings can be large or run the other way;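 note: plate controls were DMSO vehicle for no effect and reference drug for full effect; nearly all actives have a fitted effect of over 65% in size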
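Infected erythrocytes (Dd2, 0.3% parasitemia, 2.5% hematocrit final) are added to compound in RPMI-1640/Albumax II medium, grown 72 h at 37C in low oxygen, then lysed with saponin/Triton-X containing SYBR Green and read by fluorescence.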
Active calls of the source: *; i = inactive; ? = inconclusive; [ ] = remark or other dose. Potency is the fitted concentration of half-maximal effect. The list is partial; the hit share may differ from the screen's.

SMILES	Pf Dd2 inh
COc1ccc(Cc2ncc3c(n2)CN(C(=O)C(CO)NC(C)=O)C3)cc1 (stereo not drawn)	17.8%
CC(C)N[C@H]1C[C@@H](Cc2cc(CN3CCOCC3)on2)C1(C)C	22.8%[44.1 µM]
Cc1ccc2c(C(=O)N3CCN(c4ccccc4F)CC3)cc(NC(=O)C(C)C)cc2n1	-12.4%
Cc1cccc(-n2ncc3c(N4CCN(c5ccccc5)CC4)ncnc32)c1	44.0%[activator]
COc1ccc(-c2noc(-c3nnn4c3COC(c3ccc(C)cc3C)C4)n2)c(OC)c1 (stereo not drawn)	i
CC1CCc2nc3ncn(Cc4cccc(F)c4)c(=O)c3cc2C1 (stereo not drawn)	?
CC(C)NC(=O)N1CCC2(CC1)CC(C(=O)N1CCOCC1)N(C)C2 (stereo not drawn)	-15.0%
O=C1NCc2ccccc2CC12CCN(Cc1cccc(F)c1F)C2 (stereo not drawn)	?
CCC(c1cccs1)N1C(=O)[C@H]2CN(S(=O)(=O)Cc3ccccc3F)C[C@H]2C1=O (stereo partly drawn)	i
COc1ccccc1-c1nnc(C2CCN(C(=O)c3ccccc3C)CC2)o1	?
CNc1ccnc(N2CCCC(CO)(Cc3ccc(F)cc3)C2)n1 (stereo not drawn)	?
CCOc1ccc(C(=O)NCC(c2ccc(Cl)cc2)N2CCCCC2)cc1 (stereo not drawn)	?
O=C(Nc1nnc(SCc2cc(=O)n3cc(Cl)ccc3n2)s1)c1cccc(F)c1	30.2%[activator]
O=C(CCc1cc(Cl)no1)N1CCCC(c2nc(C3CCOCC3)no2)C1 (stereo not drawn)	i
COc1ccccc1-c1nc2c(c(SCC(=O)Nc3c(C)cc(C)cc3C)n1)Cc1c(CO)cnc(C)c1O2	-16.1%
CN(C1CCc2ccccc21)S(C)(=O)=O (stereo not drawn)	22.6%[44.1 µM]
COc1ccc(CNC(=O)C2CCN(S(=O)(=O)c3ccc4c(c3)CCCN4C(C)=O)CC2)cc1	-13.6%
COc1ccc(C(=O)N2C[C@@H](Oc3cccnc3)C[C@H]2C(N)=O)c(OC)n1	i
CCC1CN(C(=O)N2CCC(C(=O)NCc3ccccc3F)CC2)c2ccccc2O1 (stereo not drawn)	i
O=C(NCc1ccc2c(c1)OCO2)C1COC2(CCCCC2)N1C(=O)Cc1cccs1 (stereo not drawn)	i
COc1cc(Cl)c(NC(=O)CN(C)S(=O)(=O)c2ccc3c(c2)CCCC(=O)N3)c(OC)c1	6.2%
CC(C)c1ccc(OCC(=O)N(Cc2ccc(N(C)C)cc2)C2CCS(=O)(=O)C2)cc1 (stereo not drawn)	?
Cc1cccc2[nH]c(COCC(=O)N3CCc4c(nc[nH]c4=O)C3)nc12	-17.6%
CCOc1ccccc1CN1CCCCCCNC(=O)CC1	i
CC(C)N(Cc1ccccc1)c1ncnc2c1nnn2C	110.2%[activator]
Cc1noc([C@@H]2CC(F)(F)CN2C(=O)c2ccc3c(c2)OCO3)n1	-3.2%
O=C(Nc1ccncc1)C1=NO[C@@H]2CN(c3ccccc3)C[C@H]12	-24.2%[44.1 µM]
CN1C(=O)c2ccccc2CC12CCCN(C(=O)c1ccc(Cl)cc1)C2 (stereo not drawn)	-8.6%
CCCN(CC1CC1)C(=O)CCC[C@@H]1[C@H]2CCCN3CCC[C@@H](CN1C(C)=O)[C@@H]23	i
COc1ccc(C2Cn3nnc(-c4nc(-c5cccc(C(F)(F)F)c5)no4)c3CO2)cc1 (stereo not drawn)	i
C=CCN(C)C(=O)[C@H]1CN2CCC1C[C@@H]2Cn1cc(-c2ccccc2)nn1 (stereo partly drawn)	-5.7%[44.1 µM]
COC[C@@]12CC[C@@H](N3CCOCC3)C[C@H]1CCN(c1nccc(N)n1)C2	7.3%
CCCC(=O)NCc1cc2c(nc1OC)CN(C1CCCC1)C2=O	-0.2%
Cc1ccccc1NC(=O)CCc1ccnc(N2CCCC2)c1	-28.8%
O=C(CN1CCCc2nc(C3CC3)ncc2C1=O)NCc1cccnc1	32.6%[activator]
COCCN1C(=O)c2cccn2CC1CNC(=O)CN1CCCCCC1 (stereo not drawn)	1.8%
O=C1NC(=NC2CCCCC2)C2(CCN(CC3CC3)C2)N1c1cccnc1 (stereo not drawn)	-10.4%
Cc1ccc(-c2noc([C@@H]3C[C@@H](O)CN3Cc3cccnc3)n2)cc1F	i
CCc1ccc(N2CC(c3nnc(NC(=O)c4ccco4)s3)CC2=O)cc1 (stereo not drawn)	-3.6%
Cc1nc(-c2ccco2)cc([C@H]2CN3CC[C@H]2C[C@@H]3CNC(=O)C2CCCCC2)n1	?
CC(C)c1nn2c(=O)cc(COC(=O)c3ccccc3NC(=O)c3cccs3)nc2s1	i
CCCCN(C)CC(O)Cn1cc(/C=C/C(=O)c2ccc(OCC)cc2)c2ccccc21 (stereo not drawn)	3.55µM*
CCNC(=O)N1CCc2nc(N3CCN(C)CC3)sc2C1	15.8%
C=CCNC(=O)c1cnn2c1CN(C(C)=O)CC2	30.5%[activator][44.1 µM]
COc1ccc(NC(=O)c2oc3ccccc3c2NC(=O)c2cc(=O)c3c(C)cc(C)cc3o2)cc1	5.1%
COc1cccc(N2CC(C(=O)NCc3cccc(Cl)c3)NC2=O)c1 (stereo not drawn)	-18.9%
COCC1CN(C(C)=O)CC12CCN(C(=O)c1nn(C)c3ccccc13)CC2 (stereo not drawn)	i
COc1ccc(-n2nc(C3CCN(Cc4cccn4C)CC3)[nH]c2=O)cc1	12.6µM*
CC(C)(C)CC(=O)N1CCC2(CC1)N(c1ccccc1)C(=O)CS2(=O)=O	-13.1%
CC(NC(=O)c1cccc2c1CCN2C(=O)Nc1ccc(F)cc1)c1ccccn1 (stereo not drawn)	?
COc1ccccc1N1CCN(c2ncnc3onc(C)c23)CC1	i
O=C(CSc1nccn1Cc1ccco1)Nc1ccc(F)cc1	i
CCCOc1ccc(C(=O)Nc2cc(-c3nc4cc(C)cc(C)c4o3)ccc2C)cc1	44.2%[activator]
CN1CCN(CC(=O)N2CCCC(c3ccc(Cl)cc3)C2)C1=O (stereo not drawn)	4.5%
CN1C(=O)C2(CCN(Cc3ccc(F)cc3)C2)c2ccccc21 (stereo not drawn)	12.6µM*
O=C(Cn1ncc2c3ccccc3n(Cc3ccc(Cl)cc3)c2c1=O)NCCCc1ccccc1	33.8%[activator][0.594 µM]
COc1ccccc1CNC(=O)c1cc2cc3ccc(Cl)cc3nc2o1	-10.5%
CCn1cc(C(=O)N2C[C@@H](CN3CCN(C)CC3)[C@@H](CO)C2)cn1	-15.6%
CN1C(=O)c2cccn2CC1C(=O)Nc1cccc(Cl)c1 (stereo not drawn)	?
CC(O)c1cc2n(n1)CCN(Cc1cc(=O)n3nc(C4CC4)sc3n1)C2 (stereo not drawn)	?
Following part:
SMILES	Pf Dd2 inh
CCCNC(=O)N1C[C@@H]2C(=O)N(C(CC)c3cccs3)C(=O)[C@@H]2C1 (stereo partly drawn)	-0.3%
CN(C(=O)Cn1cccc1-c1nc(-c2ccc(F)cc2)no1)c1ccccc1	-3.3%
O=C(CCc1c[nH]c2ccccc12)N1CCC(Oc2ncccc2C(=O)N2CCCCC2)C1 (stereo not drawn)	i
O=C1CC(c2noc(Cc3ccc(F)cc3)n2)CN1c1ccc(F)cc1 (stereo not drawn)	-22.9%
COCCNC(=O)c1ccc2c(c1)N(C)C(CC(=O)NCc1ccon1)CO2 (stereo not drawn)	-9.1%
O=C(CCn1cncn1)N1CCC(c2cc(-c3ccccc3Cl)n[nH]2)CC1	2.8%
CC(NC(=O)c1noc(-c2ccc(F)cc2)n1)c1ccccc1 (stereo not drawn)	12.6%
COc1ccc(-n2ccnc2SCC(=O)Nc2nnc(C)s2)cc1	46.2%[activator]
COc1ccc(N2CCN(C3CCCN(CC4CC4)C3)CC2)cc1 (stereo not drawn)	4.8%
COc1ccccc1CCN1CCCC(CN(C)C(=O)Nc2ccccc2)C1 (stereo not drawn)	2.24µM*
Cn1cccc1C(=O)N1CCC(c2[nH]ncc2Cc2ccccc2)CC1	6.5%
Cc1cc(C)cc(-n2nnc(-c3nc(-c4ccc5c(c4)OCO5)no3)c2C)c1	-2.2%
COc1ccc(CCC(=O)NC2CC(=O)N(c3ccc(F)cc3)C2)cc1 (stereo not drawn)	90.7%[activator]
COC(=O)[C@H](NC(=O)[C@@H]1[C@@H](NC(=O)Nc2cccc(SC)c2)CCN1C(=O)C=C(C)C)C(C)C	-29.4%
O=Cc1cccc(-c2ccccc2F)c1	1.7%[76.6 µM]
CCC(=O)N1Cc2ccccc2OC2(CCN(C(C)C)CC2)C1	-19.7%
COC(=O)[C@@H]1Cc2ncn(Cc3ccc(OC)cc3)c2CN1C(=O)C1CCCCC1	?
CCN(CC)Cc1ccc2c(c1)CN(C(=O)c1cccc(F)c1)CCO2	6.31µM*
COc1ccc2nc(CO[C@H]3CN(Cc4cccc(OC)n4)C[C@H]3F)[nH]c2c1	-1.7%[44.1 µM]
COc1ccc(NC(=O)c2c(NCc3cccs3)sc3c2CCCCC3)c(OC)c1	?
Cc1ccc(Cl)cc1NC(=O)CN1C(=O)c2cccc3cccc1c23	32.4%[activator]
O=C(Cc1cccc(F)c1)NCCc1noc(-c2cccnc2)n1	11.3%
CCN1C(C(=O)c2ccccc2)=C(OC(=O)COc2ccccc2)c2ccccc2S1(=O)=O	-24.5%
COc1ccccc1CNC(=O)c1ccc(-n2c(C)cc3c2CCCC3)cc1	11.2µM*

A stretch taken from the entries so far, for reference:
SMILES	Pf Dd2 inh
COc1ccc2nc(CO[C@H]3CN(Cc4cccc(OC)n4)C[C@H]3F)[nH]c2c1	-1.7%[44.1 µM]
COc1ccc(NC(=O)c2c(NCc3cccs3)sc3c2CCCCC3)c(OC)c1	?

The main list resumes with the 5 entries that preceded the break.
SMILES	Pf Dd2 inh
COc1ccc(NC(=O)c2c(NCc3cccs3)sc3c2CCCCC3)c(OC)c1	?
Cc1ccc(Cl)cc1NC(=O)CN1C(=O)c2cccc3cccc1c23	32.4%[activator]
O=C(Cc1cccc(F)c1)NCCc1noc(-c2cccnc2)n1	11.3%
CCN1C(C(=O)c2ccccc2)=C(OC(=O)COc2ccccc2)c2ccccc2S1(=O)=O	-24.5%
COc1ccccc1CNC(=O)c1ccc(-n2c(C)cc3c2CCCC3)cc1	11.2µM*
O=S(=O)(NCc1ccccc1)c1ccc(-c2cnc(C3CC3)o2)cc1	7.0%
COc1cccc([S+](=O)([O-])N2CCc3nc(C(C)C)nc(-c4ccc(Cl)cc4)c3C2)c1	?
CC[C@@]1(O)CCN(C(=O)c2cccnc2N(C)C2CCCCC2)C[C@H]1O	-10.9%
CCC12CN3CC(CC)(CN(C1)C3c1c(C)[nH]c(=O)[nH]c1=O)C2=O (stereo not drawn)	10.6%
CC(C)CNC(=O)C1Cn2cccc2C(=O)N1Cc1cccnc1 (stereo not drawn)	7.94µM*
CC(C)c1nc2c(c(-c3ccc(O)cc3)n1)CN([S+](=O)([O-])c1cccc(C(F)(F)F)c1)CC2	?
CC1CCN(S(=O)(=O)c2cc(C(=O)NCCc3ccccc3)n(C)c2)CC1	-23.7%
Cc1cc2nc3n(c(=O)c2n1CC(=O)Nc1ccc(F)c(F)c1)CCC3	i
Cc1csc(S(=O)(=O)N2CC[C@@H]3[C@@H](CCC(=O)N3CCN)C2)c1	-6.4%
CCn1c(C2CCCNC2)nn(C)c1=O (stereo not drawn)	16.1%
COc1ccccc1/C=C/C(=O)Nc1nc2n(n1)C(c1ccc(F)cc1)C=C(c1ccccc1)N2 (stereo not drawn)	10µM*
COc1ccccc1CN1Cc2cc(NS(=O)(=O)c3ccc(C)c(F)c3)ccc2OC(C)C1=O (stereo not drawn)	?
Cc1ccc(NC(=O)C(=O)NCC(c2cccnc2)N2CCN(Cc3ccccc3)CC2)cc1Cl (stereo not drawn)	3.55µM*
Cc1ccccc1-n1nc(C)c(CCC(=O)NC(C)C)c1Oc1cccc(F)c1	i
COC(=O)c1sc(NC(=O)CC[C@H]2NC(=O)c3ccccc3NC2=O)nc1C	?
Cn1c(C(=O)NCc2ccoc2)nc2nc(-c3ccccc3)c(Cl)cc21	-4.6%[44.1 µM]
Cc1ccc(CN2CCCC3(Cc4ccccc4CNC3=O)C2)cc1 (stereo not drawn)	?
Cc1ccc(C)c(CN2CCC(CNC(=O)Cn3ncc4c([nH]c5ccccc54)c3=O)CC2)c1	-18.9%
COCCN1C(=O)c2ccccc2C(C(=O)NCc2ccccc2Cl)C12CCCC2 (stereo not drawn)	-18.0%
O=C(CC1CCCCC1)N1CCC(c2n[nH]c(=O)n2-c2ccccc2)CC1	i
O=C(NCc1cnc2c(c1)CCC2)C1NCCc2[nH]cnc21 (stereo not drawn)	i
O=C(NCCc1ccccc1)N(C1CCOCC1)C1CCN(Cc2cccc(F)c2)CC1	?

Arranged by formula weight (largest number first): 3 of the compounds above
SMILES	Pf Dd2 inh
Cc1ccc(NC(=O)C(=O)NCC(c2cccnc2)N2CCN(Cc3ccccc3)CC2)cc1Cl (stereo not drawn)	3.55µM*
O=C(NCCc1ccccc1)N(C1CCOCC1)C1CCN(Cc2cccc(F)c2)CC1	?
COC(=O)c1sc(NC(=O)CC[C@H]2NC(=O)c3ccccc3NC2=O)nc1C	?

Screening results (PubChem BioAssay)
